Bioassay records: PubChem, several laboratories
GASC-1 inh = inhibitors of human GASC-1 (JMJD2C) demethylase | Q9H3R0 | GST-JMJD2C(1-420) H3K9me3 demethylation, DELFIA europium | inhibition, % at 2.35 µM | 0.069% of 330,000 active;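 active = more than half of a compound's replicate wells show inhibition beyond 50%, single wells judged on their own value; inconclusive = some, but no more than half, of replicates pass 50% inhibition; inactive = no replicate passes 50% inhibition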;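 also: signal counts dimethyl H3K9 product captured on neutravidin plate; 0% = median of DMSO wells and 100% = 0.3 times that DMSO median; strong numbers were not always called active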
RPL19A TOR yeast = yeast TOR pathway RPL19A-GFP modulation. S. cerevisiae RPL19A-GFP strain, flow cytometry, 3 h; active compounds read low. percent response vs DMSO, % at 10 µM. 0.3% of 330,000 active. AID 2025;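 active = percent response vs DMSO below 50%; inconclusive = fewer than 70 events counted for the yeast strain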;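 also: median channel GFP fluorescence of the barcoded RPL19A-GFP strain; ratio of sample median GFP to plate DMSO average so 100% = DMSO; lower means less RPL19A-GFP as with rapamycin TOR inhibition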
LAP4-GFP MLPCN = yeast TOR pathway LAP4-GFP modulation | 0.34% of 320,000 active | GFP response vs DMSO, % at 10 µM | AID 2023 | S. cerevisiae LAP4-GFP multiplex, flow cytometry GFP, 3 h; median GFP as percent of DMSO wells;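 active = GFP response vs DMSO above a set limit, about the screen mean plus 3 SD, cut at about 150% in these data; inconclusive = under 70 cell events counted for the yeast strain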
CR mimetic SO = yeast age-related superoxide inhibition as caloric restriction mimetic; S. cerevisiae aged cells, superoxide DHE fluorescence; active compounds read low; superoxide response (% of plate mean), % at 10 µM; 0.18% of 330,000 active; AID 2690;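 active = superoxide response under a set limit, about three screen SD below normal, cut at about 65% in these data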;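 also: yeast aged for seven days with compound at 30 °C before DHE staining; 100% = average MFI of all compound-treated wells on the plate with controls excluded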
proCasp7 act = counter-screen for procaspase-3 activators: activators of human procaspase-7 | activation, % at 8.5 µM | recombinant procaspase-7, Ac-DEVD-pNA absorbance 405 nm; D23A/D198A/D206A triple mutant, cannot self-cleave; scale: DMSO 0, 5 µM enzyme 100 | P55210 | 0.093% of 330,000 active | AID 463210;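 active = percent activation above the screen-wide mean plus 3 SD, cut at about 25% in these data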
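Assay system: Uncleavable procaspase-7 mutant enzyme; Input: 2 µM procaspase-7 mutant as dispensed; Also added: DEVD-pNA substrate; Medium: Zinc-free HEPES pH 7.4 with 300 mM NaCl, 0.01% Triton X-100; Timing: 1 h compound preincubation, 2 h substrate cleavage, 25 °C; Measured by: Epi-absorbance of released pNA at 405 nm, two timepoints.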
AHR activator = activators of human aryl hydrocarbon receptor; activation, % at 5 µM; AHR-responsive luciferase reporter cells, luminescence; 2.5% of 320,000 active; AID 2796; P35869; in the data active = activation above about 47%;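 also: 0% = vehicle wells and 100% = reference agonist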
Target sequence (P35869 whole entry, looked up): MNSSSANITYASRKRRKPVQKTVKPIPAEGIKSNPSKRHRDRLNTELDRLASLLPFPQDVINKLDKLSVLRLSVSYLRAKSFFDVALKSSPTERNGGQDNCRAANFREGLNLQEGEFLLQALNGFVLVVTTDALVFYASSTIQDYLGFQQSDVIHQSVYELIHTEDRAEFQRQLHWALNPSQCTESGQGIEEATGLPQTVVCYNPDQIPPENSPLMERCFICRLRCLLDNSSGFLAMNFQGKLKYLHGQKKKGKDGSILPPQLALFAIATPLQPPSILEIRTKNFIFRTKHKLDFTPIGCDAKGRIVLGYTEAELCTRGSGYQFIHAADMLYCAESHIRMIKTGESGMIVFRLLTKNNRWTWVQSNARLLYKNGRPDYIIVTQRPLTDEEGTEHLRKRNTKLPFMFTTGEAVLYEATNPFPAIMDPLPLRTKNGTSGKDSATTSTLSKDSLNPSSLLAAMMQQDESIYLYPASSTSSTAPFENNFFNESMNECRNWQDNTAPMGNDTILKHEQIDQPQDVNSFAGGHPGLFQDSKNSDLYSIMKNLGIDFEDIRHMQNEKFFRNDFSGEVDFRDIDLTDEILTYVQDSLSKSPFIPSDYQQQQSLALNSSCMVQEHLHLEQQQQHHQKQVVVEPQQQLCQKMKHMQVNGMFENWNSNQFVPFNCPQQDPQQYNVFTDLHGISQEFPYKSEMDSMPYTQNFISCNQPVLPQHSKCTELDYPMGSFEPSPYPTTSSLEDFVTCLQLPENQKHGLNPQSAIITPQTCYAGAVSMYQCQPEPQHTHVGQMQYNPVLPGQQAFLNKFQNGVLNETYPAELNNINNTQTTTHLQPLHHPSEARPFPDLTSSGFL
proCasp3 act = activates human procaspase-3 | activation, % at 8.5 µM | AID 463141 | 0.11% of 330,000 active | P42574 | recombinant procaspase-3 D3A, Ac-DEVD-pNA absorbance 405 nm;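 active = activation above the mean of all tested compounds plus 3 SD, cut at about 21% in these data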;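 also: 0% = DMSO alone and 100% = DMSO wells spiked with extra 5 µM PC-3 D3A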
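Assay system: Autoprocessing-dead procaspase-3 D3A mutant enzyme; also added: Ac-DEVD-pNA; doses: one concentration, 8.5 µM nominal, 0.8% DMSO; times: 1 h compound preincubation, 2 h substrate hydrolysis at 25 °C; technique: 405 nm absorbance of p-nitroaniline, reads at 0 and 120 min; measure: % activation between DMSO and enzyme-spiked controls; repeats: single replicate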
MEP2 TOR yeast = alters MEP2-GFP fluorescence in TOR pathway yeast screen; S. cerevisiae MEP2-GFP strain, flow cytometry GFP, 3 h; 100% = DMSO control level; GFP response vs DMSO, % at 10 µM; 0.51% of 330,000 active; AID 2016;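 active = GFP response versus DMSO above a set limit, roughly screen mean plus 3 SD, cut at about 180% in these data; inconclusive = fewer than 70 cells counted for a yeast strain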;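 also: median GFP fluorescence of the barcode-gated MEP2-GFP cells per well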
* = called active by the depositor; & = joins results of further samples.

What do the screens show for `CCCCc1nc2cc(C(=O)N3CCNC(=O)C3CC(=O)OC)ccc2o1` (stereo unspecified)?
GASC-1 inh: 4; RPL19A TOR yeast: 102; LAP4-GFP MLPCN: 94; CR mimetic SO: 117; proCasp7 act: 6; AHR activator: -6; proCasp3 act: 5; MEP2 TOR yeast: 100

Results for COc1ccc(C(=O)N/N=C/c2ccc(OC)c(CSc3ccccn3)c2)cc1 ?
GASC-1 inh: -9; RPL19A TOR yeast: 102; LAP4-GFP MLPCN: 96; CR mimetic SO: 104; proCasp7 act: 2; AHR activator: 12; proCasp3 act: -7; MEP2 TOR yeast: 105

How did COc1ccccc1C(=O)Nc1nnc(-c2ccc(F)cc2)s1 do in these assays?
GASC-1 inh: -6; RPL19A TOR yeast: 96; LAP4-GFP MLPCN: 101; CR mimetic SO: 80; proCasp7 act: 13; AHR activator: 29; proCasp3 act: 4; MEP2 TOR yeast: 97

What do the screens show for `CN(Cc1c(C(=O)N/N=C/c2ccc(O)cc2)nnn1-c1nonc1N)C1CCCCC1`?
GASC-1 inh: -1; RPL19A TOR yeast: 103; LAP4-GFP MLPCN: 91; CR mimetic SO: 118; proCasp7 act: -13; AHR activator: -2; proCasp3 act: 2; MEP2 TOR yeast: 103

What do the screens show for `CCCCOc1ccc(S(=O)(=O)NNC(=O)c2cc3ccccc3o2)cc1`?
GASC-1 inh: 9; RPL19A TOR yeast: 98; LAP4-GFP MLPCN: 96; CR mimetic SO: 93; proCasp7 act: 8; AHR activator: -6; proCasp3 act: 6; MEP2 TOR yeast: 100

Results for CCOC(=O)C1=C(COC(=O)CCOc2ccc(OCC)cc2)NC(=O)NC1C (stereo unspecified) ?
GASC-1 inh: 6; RPL19A TOR yeast: 94; LAP4-GFP MLPCN: 101; CR mimetic SO: 80; proCasp7 act: 4; AHR activator: 0; proCasp3 act: 5; MEP2 TOR yeast: 90

Results for Cc1ccccc1/C=N/N=C1/NC(=O)CCS1 ?
GASC-1 inh: -1; RPL19A TOR yeast: 102; LAP4-GFP MLPCN: 126; CR mimetic SO: 100; proCasp7 act: -1; AHR activator: -7; proCasp3 act: -5; MEP2 TOR yeast: 105

What do the screens show for `CS(=O)(=O)N1CCC(C(=O)Nc2cccc([N+](=O)[O-])c2)CC1`?
GASC-1 inh: 1; RPL19A TOR yeast: 95; LAP4-GFP MLPCN: 92; CR mimetic SO: 125; proCasp7 act: 9; AHR activator: 3; proCasp3 act: 3; MEP2 TOR yeast: 102

Results for COc1ccc(C(=O)C(C)OC(=O)CNC(=O)c2ccco2)cc1 (stereo unspecified) ?
GASC-1 inh: -5; RPL19A TOR yeast: 95; LAP4-GFP MLPCN: 92; CR mimetic SO: 94; proCasp7 act: 1; AHR activator: 0; proCasp3 act: 2; MEP2 TOR yeast: 94

How did Cc1cc(=O)[nH]c(SCc2nc3ncccn3c2Br)n1 do in these assays?
GASC-1 inh: 2; RPL19A TOR yeast: 95; LAP4-GFP MLPCN: 94; CR mimetic SO: 107; proCasp7 act: -2; AHR activator: 5; proCasp3 act: 3; MEP2 TOR yeast: 102

What do the screens show for `O=C1C2C(c3ccccc3)C=CC(c3ccccc3)C2C(=O)N1c1cccnc1` (stereo unspecified)?
GASC-1 inh: -7; RPL19A TOR yeast: 108; LAP4-GFP MLPCN: 105; CR mimetic SO: 80; proCasp7 act: 3; AHR activator: 1; proCasp3 act: 5; MEP2 TOR yeast: 102

Results for CN1CCN(S(=O)(=O)c2ccc(NC(=O)COc3ccccc3)cc2)CC1 ?
GASC-1 inh: -3; RPL19A TOR yeast: 105; LAP4-GFP MLPCN: 99; CR mimetic SO: 113; proCasp7 act: 1; AHR activator: 3; proCasp3 act: -8; MEP2 TOR yeast: 99

How did COc1cc(C2C(C(=O)c3ccco3)=C(O)C(=O)N2CCc2ccccc2)ccc1O (stereo unspecified) do in these assays?
GASC-1 inh: -3&6; RPL19A TOR yeast: 102; LAP4-GFP MLPCN: 104; CR mimetic SO: 107; proCasp7 act: 5; AHR activator: 1; proCasp3 act: 6; MEP2 TOR yeast: 105

Results for CCSc1nnc(C)n1-c1ccc(C(=O)O)cc1 ?
GASC-1 inh: -1; RPL19A TOR yeast: 99; LAP4-GFP MLPCN: 98; CR mimetic SO: 103; proCasp7 act: -1; AHR activator: 26; proCasp3 act: -6; MEP2 TOR yeast: 98

What do the screens show for `O=C(COc1ccc(-c2nnco2)cc1)NC1CCS(=O)(=O)C1` (stereo unspecified)?
GASC-1 inh: -12; RPL19A TOR yeast: 100; LAP4-GFP MLPCN: 111; CR mimetic SO: 109; proCasp7 act: 4; AHR activator: 3; proCasp3 act: -2; MEP2 TOR yeast: 117

Results for Cc1onc(-c2c(Cl)cccc2Cl)c1C(=O)NC1CCCCC1 ?
GASC-1 inh: 3; RPL19A TOR yeast: 102; LAP4-GFP MLPCN: 94; CR mimetic SO: 95; proCasp7 act: 9; AHR activator: 1; proCasp3 act: -1; MEP2 TOR yeast: 102

How did CCCCn1c(N)c(N(CCOC)C(=O)c2ccco2)c(=O)[nH]c1=O do in these assays?
GASC-1 inh: -14; RPL19A TOR yeast: 99; LAP4-GFP MLPCN: 104; CR mimetic SO: 101; proCasp7 act: 6; AHR activator: -2; proCasp3 act: 8; MEP2 TOR yeast: 105

How did CC(=O)c1cccc(N(C(=O)c2ccco2)C(C(=O)NC2CCCC2)c2cccs2)c1 (stereo unspecified) do in these assays?
GASC-1 inh: -1; RPL19A TOR yeast: 102; LAP4-GFP MLPCN: 93; CR mimetic SO: 91; proCasp7 act: 1; AHR activator: -3; proCasp3 act: 2; MEP2 TOR yeast: 103

Results for COc1ccc(C2/C(=C(/O)c3ccc4c(c3)CC(C)O4)C(=O)C(=O)N2CCCN2CCOCC2)cc1OC (stereo unspecified) ?
GASC-1 inh: 4; RPL19A TOR yeast: 105; LAP4-GFP MLPCN: 103; CR mimetic SO: 100; proCasp7 act: -80; AHR activator: 9; proCasp3 act: -27; MEP2 TOR yeast: 119

How did C=CCC1NS(=O)(=O)OC(CCc2ccccc2)C1O (stereo unspecified) do in these assays?
GASC-1 inh: inconclusive; RPL19A TOR yeast: 95; LAP4-GFP MLPCN: 120; CR mimetic SO: 103; proCasp7 act: 6; AHR activator: 0; proCasp3 act: 10; MEP2 TOR yeast: 87

How did Cc1ccc(CNC(=O)CSCc2ccccc2F)cc1 do in these assays?
GASC-1 inh: -1; RPL19A TOR yeast: 100; LAP4-GFP MLPCN: 113; CR mimetic SO: 97; proCasp7 act: -1; AHR activator: -1; proCasp3 act: 5; MEP2 TOR yeast: 102

What do the screens show for `O=C(CSc1nnc2ccc(-c3ccncc3)nn12)Nc1ccc(F)cc1`?
GASC-1 inh: -4; RPL19A TOR yeast: 107; LAP4-GFP MLPCN: 108; CR mimetic SO: 100; proCasp7 act: 6; AHR activator: 28; proCasp3 act: 4; MEP2 TOR yeast: 106

What do the screens show for `CC(=O)Oc1ccc(NC(=O)Cc2ccccc2)cc1`?
GASC-1 inh: 8; RPL19A TOR yeast: 97; LAP4-GFP MLPCN: 106; CR mimetic SO: 88; proCasp7 act: -4; AHR activator: 1; proCasp3 act: -4; MEP2 TOR yeast: 99

What do the screens show for `CC(C)CCN1CCC(n2nccc2NC(=O)c2ccc3c(c2)OCO3)CC1`?
GASC-1 inh: 0; RPL19A TOR yeast: 101; LAP4-GFP MLPCN: 99; CR mimetic SO: 96; proCasp7 act: 7; AHR activator: 0; proCasp3 act: 8; MEP2 TOR yeast: 98

Results for Cc1c(C)n2c(SCC(=O)Nc3ccc4c(c3)OCCO4)nnc2[nH]c1=O ?
GASC-1 inh: -1; RPL19A TOR yeast: 102; LAP4-GFP MLPCN: 101; CR mimetic SO: 97; proCasp7 act: 6; AHR activator: -2; proCasp3 act: 3; MEP2 TOR yeast: 98

How did Cc1cc(C)n(Cc2ccc(C(=O)O)o2)n1 do in these assays?
GASC-1 inh: 10; RPL19A TOR yeast: 102; LAP4-GFP MLPCN: 106; CR mimetic SO: 106; proCasp7 act: -4; AHR activator: -2; proCasp3 act: -4; MEP2 TOR yeast: 102

What do the screens show for `Cc1cc(C)n(C(=O)C(C)n2nc([N+](=O)[O-])c(Br)c2C)n1` (stereo unspecified)?
GASC-1 inh: 11; RPL19A TOR yeast: 105; LAP4-GFP MLPCN: 115; CR mimetic SO: 98; proCasp7 act: -7; AHR activator: 2; proCasp3 act: -9; MEP2 TOR yeast: 105

How did COc1cc2c(c(O)c1OC)-c1c(cc(OC)c(OC)c1OC)C[C@@H](C)[C@@H](C)C2 do in these assays?
GASC-1 inh: -1; RPL19A TOR yeast: 118; LAP4-GFP MLPCN: 112; CR mimetic SO: 103; proCasp7 act: 2; AHR activator: -1; proCasp3 act: 2; MEP2 TOR yeast: 100

Results for O=[N+]([O-])c1nn(-c2ccc(Cl)cc2)n(O)c1=NCc1ccccc1 ?
GASC-1 inh: -1; RPL19A TOR yeast: 97; LAP4-GFP MLPCN: 87; CR mimetic SO: 112; proCasp7 act: 6; AHR activator: 0; proCasp3 act: 11; MEP2 TOR yeast: 104

What do the screens show for `COc1ccc(C(=O)C[n+]2cccc(C)c2)cc1`?
GASC-1 inh: 0; RPL19A TOR yeast: 95; LAP4-GFP MLPCN: 113; CR mimetic SO: 111; proCasp7 act: -10; AHR activator: -2; proCasp3 act: 1; MEP2 TOR yeast: 92

Results for CC(=O)C1=C(Nc2ccc(C)cc2)CC(C)(O)C(C(C)=O)C1c1ccco1 (stereo unspecified) ?
GASC-1 inh: 10; RPL19A TOR yeast: 103; LAP4-GFP MLPCN: 106; CR mimetic SO: 103; proCasp7 act: 6; AHR activator: 3; proCasp3 act: 2; MEP2 TOR yeast: 111

Results for CCOC(=O)N1CCN(S(=O)(=O)c2ccc(C(=O)Nc3sc4c(c3C#N)CCC4)cc2)CC1 ?
GASC-1 inh: 6; RPL19A TOR yeast: 97; LAP4-GFP MLPCN: 93; CR mimetic SO: 76; proCasp7 act: -1; AHR activator: 3; proCasp3 act: 0; MEP2 TOR yeast: 105

How did CCOc1[nH]n(-c2ccc(Cl)cc2)c(=O)c1C=Nc1ccc(OC)cc1 do in these assays?
GASC-1 inh: -23; RPL19A TOR yeast: 94; LAP4-GFP MLPCN: 91; CR mimetic SO: 107; proCasp7 act: 4; AHR activator: 0; proCasp3 act: 1; MEP2 TOR yeast: 96

How did COc1ccccc1N1CCN(/N=C/c2ccccc2C(=O)O)CC1 do in these assays?
GASC-1 inh: 10; RPL19A TOR yeast: 101; LAP4-GFP MLPCN: 106; CR mimetic SO: 96; proCasp7 act: 2; AHR activator: 9; proCasp3 act: 1; MEP2 TOR yeast: 105
